Assay outcomes from PubChem BioAssay.
All columns: NCI-60 one-dose screen, growth in % after 48 h at 10 µM unless noted; 100 = growth as untreated, 0 = no growth, -100 = all killed.
LOX IMVI = LOX IMVI melanoma. 7.4% of 79,000 active. AID 1794757
MALME-3M = MALME-3M melanoma | 5.8% of 78,000 active | AID 1794766
MCF7 = MCF7 breast cancer; AID 1794796; 6.3% of 82,000 active
UACC-62 = UACC-62 melanoma | 5.4% of 81,000 active
T-47D = T-47D breast cancer | 5% of 79,000 active | AID 1794792
UACC-257 = UACC-257 melanoma. 4.4% of 78,000 active
HS 578T = HS 578T breast cancer; 4.1% of 78,000 active; AID 1794788
BT-549 = BT-549 breast cancer | 4.4% of 78,000 active
* marks the source's active call; other numbers are inactive results; · = not tested or not shown; & = joins results of further samples. The calls were made as follows: active = growth percent below 10; inactive = the rest.

The opening two entries (preview)
SMILES	LOX IMVI	MALME-3M	MCF7	UACC-62	T-47D	UACC-257	HS 578T	BT-549
CCOC(=O)c1c(C)nn(CC(O)c2ccccc2)c1NC(=O)Nc1cccc(C(F)(F)F)c1 (stereo unspecified)	83	97	68	68	71	68	64	87
CSc1nc(=S)c2nc(SC)n(-c3ccccc3)c2[nH]1	91	109	91	90	·	96	92	104

Main list, from the start:
SMILES	LOX IMVI	MALME-3M	MCF7	UACC-62	T-47D	UACC-257	HS 578T	BT-549
CCOC(=O)c1c(C)nn(CC(O)c2ccccc2)c1NC(=O)Nc1cccc(C(F)(F)F)c1 (stereo unspecified)	83	97	68	68	71	68	64	87
CSc1nc(=S)c2nc(SC)n(-c3ccccc3)c2[nH]1	91	109	91	90	·	96	92	104
COc1ccc(CC(=O)OCCCl)cc1	99	109	94	104	108	·	108	104
COc1cc(-c2nc(SC(C)C)[nH]c(=O)c2C#N)ccc1OCc1ccccc1	99	97	92	90	99	93	99	105
Cc1ccc(C2=NN3C(C2)c2ccccc2OC3c2ccccc2)o1 (stereo unspecified)	98	104	97	94	99	106	96	98
O=C(Nc1cccc2c1N(C(=O)c1ccco1)CCC2)c1ccco1	100	103	94	90	100	105	102	99
CCN(CC)C(=O)c1ccccc1	99	82	104	103	103	97	110	108
Cc1ccccc1C(O)(c1ccccc1)c1ccccc1C	87	100	109	78	101	105	117	·
C1=C[C@H](c2c[nH]c3ccccc23)c2[nH]c3ccccc3c2[C@H]1c1c[nH]c2ccccc12	96	93	97	80	98	115	103	106
COC(=O)c1cccc(C)c1[N+](=O)[O-]	93	·	117	113	103	102	114	115
O=C(NC(=S)N1CCN(c2ncnc3c2cnn3-c2ccccc2)CC1)c1ccc(F)cc1	63	78	52	74	67	89	70	86
CC(C)c1nc2ccccc2n1CC(=O)N/N=C/c1ccc(N(C)C)cc1	105	115	103	99	85	90	82	98
O=c1[nH]c2cccc(Cl)c2c2ccccc12	87	119	97	95	91	99	93	87
c1ccc(C(CN2CCCCC2)OCc2cccs2)cc1 (stereo unspecified)	105	112	88	101	89	94	105	107
O=C(NCCCNC(=O)OCc1ccc2c(Br)cc(Br)c(O)c2n1)OCc1ccc2c(Br)cc(Br)c(O)c2n1	-92*	-88*	-28*	-87*	-58*	-38*	-19*	·
O=c1c(CNc2ccc(S(=O)(=O)Nc3ncccn3)cc2)coc2ccccc12	·	94	86	90	81	108	102	94
O=C(NCCCNc1nccc(-n2ccc3cccnc32)n1)C1CCCCC1	102	106	91	101	92	107	97	·
CC(C)C1CCCCC1C1CCCCC1 (stereo unspecified)	105	96	93	111	102	103	·	122
CC1(O)CCC2CC3OC3(C)CCC3OC3(C)CCC1C2(C)C (stereo unspecified)	102	110	103	99	104	·	89	·
Cc1ccccc1C(O)(c1ccccc1)c1ccccc1	94	101	112	90	105	96	109	110
O=C1Nc2ccccc2C12CC(c1ccccc1)=NN2 (stereo unspecified)	48	40	19	47	60	·	88	64
CCSc1nc(C)cc(=O)[nH]1	103	101	92	97	96	112	102	·
O=c1[nH]nc(Sc2ccccc2)c(=S)[nH]1	91	100	97	96	102	108	97	113
COc1cc(C(=O)N2N=C(C)CC2=O)c(N2C(=O)/C(=C/c3ccccc3)N=C2c2ccccc2)cc1OC	·	111	90	83	81	109	95	95
N#CCCN(C(=O)Nc1ccc(Cl)c(Cl)c1)C1CCCCC1	83&88	91&111	84&85	86&79	68&84	94&87	108&100	102&95
O=C(/C=C/c1ccccc1Cl)c1ccccc1	94	104	27	101	74	70	98	94
CCCCCCCCCCCCCCCCOC(=O)c1c(C)[nH]c(/C=C2\N=C(c3ccc[nH]3)C=C2OC)c1C	-84*	68	8.7*	-15*	31	86	66	55
CC(C)NC(=O)OCc1c(COC(=O)NC(C)C)c2n(c1-c1ccc(Cl)c(Cl)c1)CCS2=O (stereo unspecified)	93	95	96	86	·	105	109	118
COc1cccc(NC(N)=O)c1	92	90	100	105	90	97	102	110
NC(=NCc1ccccc1)N/N=C\c1ccnc2ccccc12	99	86	74	91	81	90	95	84
COc1cc(C2CC(c3ccc(Nc4nc(NCCO)nc(N5CCOCC5)n4)cc3)=NN2c2cc(Cl)cc(Cl)c2)cc(OC)c1OC (stereo unspecified)	31	78	15	49	41	80	23	75
CCOC(=O)C1=C(C)NC(SCc2nnc(-c3ccc(Cl)cc3)o2)=NC1c1ccc(Br)cc1 (stereo unspecified)	75	83	45	55	48	73	87	80
COc1ccc2c(C)c(-c3ccc(Cl)cc3)c(=O)oc2c1	77	98	96	67	60	·	81	89
CN1CCN(Cc2ccc(NC(=O)c3cncc(C#Cc4ncc5cnccn45)c3)cc2C(F)(F)F)CC1	27	15	36	57	·	55	52	64
N#Cc1c(-c2ccc(Cl)cc2)c(C#N)c(=O)n(-c2nc3ccccc3s2)c1N	57	80	50	71	71	104	95	88
O=C(O)/C(=C\c1ccc([N+](=O)[O-])cc1)CCc1ccccc1	111	101	106	103	103	99	109	113
CCOC(=O)c1c(N2CCOCC2)[nH]c(=O)c(C=Nc2ccccc2OC)c1O	100	98	100	104	96	112	113	88
O=S(=O)(NCCCl)c1cc(Cl)c(Cl)cc1Cl	64	90	83	94	80	78	74	86
O=C1OC(c2ccccc2)=C/C1=C/c1ccc([N+](=O)[O-])cc1	102	99	98	100	105	90	96	109
COc1cccc(/C(C)=C2\SC(=S)NC2=O)c1	101	·	108	102	·	108	113	109
COc1cc(-c2[nH]nc3c2C(c2cn[nH]c2-c2ccc(F)cc2)C(C#N)=C(N)O3)cc(OC)c1OC (stereo unspecified)	90	98	87	88	100	105	106	99
COc1ccc(N2C(=O)c3ccccc3[C@@H](C(=O)O)[C@H]2c2ccccc2)cc1	95	88	93	·	103	104	95	110
CN(C)CCN(Cc1ccc(Cl)cc1)c1ccccn1	95	91	104	87	92	100	91	104
CCCC(C)C(C(=O)OCC)C(=O)OCC (stereo unspecified)	100	129	96	105	102	103	99	102
COc1cccc(CNc2ccccc2)c1O	105	112	105	103	97	94	94	98
COC(=O)CCS(=O)(=O)Cc1ccccc1	95	95	95	102	92	95	109	110
COc1ccc(C(=O)/C=C/c2cc3ccccc3[nH]c2=O)cc1	10	74	15	68	34	59	54	21
CCOc1ccc(/C=C2/NC(=O)NC2=O)cc1Cl	88	98	89	50	96	106	29	88
CN(C)CC(Oc1ccccc1)c1ccccc1 (stereo unspecified)	103	113	96	102	99	117	98	106
O=C1CC(c2nc3ccccc3o2)CN1C1CCCCC1 (stereo unspecified)	99	86	90	109	87	97	95	82
CCC(CCN(C)C)(OC(C)=O)c1ccccc1 (stereo unspecified)	100	104	91	98	99	103	·	124
COc1ccc(/C=C2/SC(N3CCN(c4cccc(Cl)c4)CC3)=NC2=O)cc1OC	93	100	91	94	100	98	107	91
CCCN1C(=O)c2c(F)c(F)c(F)c(F)c2C1=O	95	87	95	79	90	91	102	96
CC(=O)[C@H]1CC[C@H]2[C@@H]3CC[C@@]45O[C@@H]4C(=O)CC[C@]5(C)[C@H]3CC[C@]12C	79	87	71	52	101	82	80	98
COc1cccc(-c2nc(-c3ccc(NC(=O)C(C)C)cc3)[nH]c2-c2ccnc(Br)c2)c1	15	34	12	37	0.8*	53	-13*	57
Clc1ccc2c(c1)Nc1ccccc1S2	86	99	96	74	83	100	107	84
N#Cc1c(-c2ccccc2)cc(-c2ccccc2)[nH]c1=O	95&98	111&99	43&48	84&83	86&92	106&101	101&92	106&111
O=C(OCc1ccccc1)n1nnc2ccccc21	100	·	97	94	106	97	107	100
COc1ccc(C(=NN=C(N)N)c2ccc(OC)cc2)cc1	16	69	5.5*	53	8.9*	44	65	31
COC(=O)c1ccc(CSc2nc(=O)n(Cc3ccc(F)cc3)c(=O)[nH]2)cc1	102	113	99	100	100	·	104	109

Ordered by number of heavy atoms (falling): part of the list above.
SMILES	LOX IMVI	MALME-3M	MCF7	UACC-62	T-47D	UACC-257	HS 578T	BT-549
COc1cc(-c2[nH]nc3c2C(c2cn[nH]c2-c2ccc(F)cc2)C(C#N)=C(N)O3)cc(OC)c1OC (stereo unspecified)	90	98	87	88	100	105	106	99
COc1cccc(-c2nc(-c3ccc(NC(=O)C(C)C)cc3)[nH]c2-c2ccnc(Br)c2)c1	15	34	12	37	0.8*	53	-13*	57
COc1ccc(/C=C2/SC(N3CCN(c4cccc(Cl)c4)CC3)=NC2=O)cc1OC	93	100	91	94	100	98	107	91
COC(=O)c1ccc(CSc2nc(=O)n(Cc3ccc(F)cc3)c(=O)[nH]2)cc1	102	113	99	100	100	·	104	109
COc1ccc(C(=NN=C(N)N)c2ccc(OC)cc2)cc1	16	69	5.5*	53	8.9*	44	65	31
N#Cc1c(-c2ccccc2)cc(-c2ccccc2)[nH]c1=O	95&98	111&99	43&48	84&83	86&92	106&101	101&92	106&111
CN(C)CCN(Cc1ccc(Cl)cc1)c1ccccn1	95	91	104	87	92	100	91	104
O=C(OCc1ccccc1)n1nnc2ccccc21	100	·	97	94	106	97	107	100
CCOc1ccc(/C=C2/NC(=O)NC2=O)cc1Cl	88	98	89	50	96	106	29	88
COc1cccc(CNc2ccccc2)c1O	105	112	105	103	97	94	94	98
CCCC(C)C(C(=O)OCC)C(=O)OCC (stereo unspecified)	100	129	96	105	102	103	99	102
Clc1ccc2c(c1)Nc1ccccc1S2	86	99	96	74	83	100	107	84

Additional structures follow.
SMILES	LOX IMVI	MALME-3M	MCF7	UACC-62	T-47D	UACC-257	HS 578T	BT-549
COc1ccc(C(=O)Nn2c(N)cc3cc(Br)ccc3c2=O)cc1	95	97	95	97	106	108	104	121
C=C1c2c(C)nn(-c3ccc(NC(C)=O)cc3)c2N(C)C23CC1C1(C)c4c(C)nn(-c5ccc(NC(C)=O)cc5)c4N(C)C(C)(CC12)C3 (stereo unspecified)	·	71	9.7*	37	·	38	63	44
OCc1c(-c2ccccc2)nc2n1CCS2	100	113	101	96	94	·	71	·
Cn1ncc2c(NC(C)(C)CC(C)(C)C)nc(NC(C)(C)CC(C)(C)C)nc21	95	115	89	86	73	79	95	92
Clc1ccc2c(NCCN3CCN(c4ccnc(N5CCCC5)n4)CC3)ccnc2c1	-70*	-43*	12	-30*	2.2*	-62*	76	76
CN(C)CCC(=O)c1cccs1	95	96	89	102	95	100	·	135
Cc1ccc(C(CCl)(c2ccccc2)c2ccccc2)cc1	92	100	94	102	87	96	108	·
Cc1cc(/C=C2\C=Cc3ccccc32)ccc1N(C)C	103	91	49	98	82	118	·	89
S=c1nc(-c2ccccc2)cc(-c2cc3ccccc3nc2Cl)[nH]1	45	66	45	44	78	82	58	52
O=C(O)CCC(NC(=O)OCc1ccccc1)C(=O)NC(Cc1ccccc1)C(=O)O (stereo unspecified)	95	84	97	98	94	99	81	100
CCN1c2ccccc2C(Cl)(c2ccc(N(C)C)cc2)c2ccccc21	19	9.8*	76	52	55	70	102	62
C=C(C)[C@@H]1CC[C@]2(C)[C@H](C(=O)C=C3[C@@H]4C[C@](C)(C(=O)OC)CC[C@]4(C)CC[C@]32C)[C@@]1(C)CC/C(N)=N/O	79	137	76	94	95	108	101	101
Cc1ncc(C(=O)Nc2ccc(CN3CCN(C)CC3)c(C(F)(F)F)c2)cc1C#Cc1c(N)ncc2ccccc12	-90*	-85*	-72*	-82*	·	-86*	-26*	-96*
C=CCn1c(-c2nonc2NC(C)=O)nc2ccccc21	98	107	91	96	84	105	100	92
N#CC(C#N)=CNCC1CC1	·	113	94	101	105	97	118	108
N#Cc1c(-c2ccc(Cl)cc2)nc2c(-c3ccccc3)c(Nc3ccccc3)nn2c1N	·	80	48	63	53	105	37	94
CCOC(=O)c1c2ncccc2n2c(=O)n(-c3ccccc3Cl)nnc12	67	117	83	76	72	105	106	67
CCOc1c(C(C)=O)sc(=Nc2ccccc2)n1-c1cccc(-n2c(OCC)c(C(C)=O)sc2=Nc2ccccc2)c1	93	122	90	83	82	120	71	106
Cc1cc(C)nc(NS(=O)(=O)c2ccc(Nc3nc(-c4ccc(O)cc4O)c4c(=O)[nH]c(Nc5cccc(Cl)c5)nc4n3)cc2)n1	98	117	95	91	99	130	129	147
O=CNc1ccc2c(c1)C(=O)c1ccccc1-2	104	107	80	99	84	95	109	98
C[N+]1(C2CC3CCC2C3=O)CCOCC1 (stereo unspecified)	95	101	100	101	114	93	107	103
C=C(C)[C@@H]1CC[C@]2(C)[C@H](CC(=O)N[C@H]3[C@@H]4C[C@](C)(C(=O)OC)CC[C@]4(C)CC[C@]32C)[C@@]1(C)CCC#N	97	87	74	68	64	84	93	72
CC(C)CCOC(=O)C(=O)OCCC(C)C	95	104	95	104	108	101	99	108
O=c1ccn(C2CCCO2)c(=O)[nH]1 (stereo unspecified)	107	116	99	109	105	91	112	118
CC(=O)OC1C=CC(=O)OC1C1OC1C (stereo unspecified)	91	131	98	98	110	91	121	96
O=C1CC(c2ccccc2)Oc2ccc(O)cc21 (stereo unspecified)	95	103	119	92	92	100	94	94
C=CCNc1ccccc1C	86	84	81	98	107	98	138	66
O=Cc1c([O-])on[n+]1-c1ccc(Cl)cc1	99	84	87	103	98	106	107	97
O=C1CCC(=O)N1O	100	109	·	103	111	109	·	102
Cc1cc(NC(=O)C2=C(O)c3ccccc3S(=O)(=O)N2C)no1	101	98	·	106	106	105	115	110
COc1ccc2cc(-c3cn4ccccc4n3)ccc2c1	104	90	66	88	75	125	96	108
C(=NCC1CCC(CN=Cc2ccco2)CC1)c1ccco1 (stereo unspecified)	100	128	104	108	111	116	114	111
CCCSc1nc(-c2ccc(OCc3ccccc3)cc2)c(C#N)c(=O)[nH]1	63	95	71	67	64	94	67	119
CC(C)CC(=O)Oc1ccccc1NCCCc1ccccc1	101	·	99	·	99	121	95	94
COc1ccc(N/N=C(\C#N)C(=O)Nc2cc(-c3ccccc3)nn2-c2ccccc2)cc1	72	27	42	40	55	51	78	60

Compounds were not picked by outcome. About 11% of those tested had a hit in this group.
